High-throughput results (PubChem BioAssay)
Furin inhibitor – blocks human furin protease activity | AID 463115 | P09958 | purified furin, fluorogenic substrate cleavage | 0.061% of 220,000 active | inhibition, % at 30 µM; in the data active = inhibition above about 25%; note: inactives centre near -15
TbHK1 inh – T. brucei hexokinase 1 inhibition; inhibition, % at 10 µM; 0.11% of 220,000 active; recombinant TbHK1, G6PDH-coupled NADH A340;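 active = inhibition of 50% or more in the single-dose primary screen; inactive = inhibition below 50%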
TRPN1 ag – agonists of zebrafish TRPN1 channel. HEK293 zebrafish TRPN1-YFP, Fluo-8 calcium fluorescence; 100% = response to 87 µM carbachol. activation, % at 3 µM. 0.18% of 220,000 active;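 active = activation above its plate's cutoff, the mean activation of test wells on that plate plus 3 SD, cut at about 19% in these data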;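 note: 0% = DMSO alone and 100% = 87 µM carbachol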
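System: zebrafish TRPN1-YFP in HEK293 cells / Dosing: 3 µM single point / Timing: dye loading 1 h at 37 °C, then 30 min room temperature / Signal: Fluo-8 calcium fluorescence, excitation 470-495 nm, emission 515-575 nm / Read-out basis: percent activation from peak over basal fluorescence ratio, control-normalized / Control set: high carbachol 87 µM, low DMSO alone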
thrombin 1536 – blocks human thrombin protease activity | AID 1046 | alpha-thrombin, Boc-VPR-AMC fluorogenic substrate cleavage | inhibition, % at 5 µM | 0.26% of 220,000 active | P00734;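 active = inhibition at or above 40%; inactive = inhibition below 40%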;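 note: 0% = enzyme with no compound and 100% = wells without enzyme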
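Material: Human alpha-thrombin protein | Buffer or medium: pH 7.5 Tris-saline with Tween 20 | Reagent: Boc-VPR-AMC substrate, 15 µM final | Schedule: Reaction at ambient temperature | Detection: AMC fluorescence at 355 nm excitation and 460 nm emission | Evaluation: Percent inhibition scaled between no-compound controls and no-enzyme blanks | Controls: no-compound enzyme wells and no-enzyme blanks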
PPC-1+TRAIL kill – kills PPC-1 cancer cells in the presence of TRAIL; PPC-1 cells + TRAIL, ATPLite viability luminescence; cell killing (% activity), % at 4 µM; 0.41% of 220,000 active; AID 1443;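 active = cell killing above 50% in the first pass at 4 µM, then a duplicate retest at 5 µM averaging 50% or more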;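 note: plate controls were cells with TRAIL plus DMSO for no effect and medium-only wells lacking cells for full effect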
TRPML3 agonist – activates the human TRPML3 channel; activation, % at 3 µM; AID 1448; 0.29% of 220,000 active; HEK293 TRPML3-YFP, Fluo-8 calcium fluorescence; 100% = the carbachol control signal;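 active = activation above its plate's cutoff, the mean activation of the plate's test wells plus 3 SD, cut at about 12% in these data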;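 note: 0% = DMSO only wells and 100% = carbachol wells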
Target sequence (Q8TDD5 whole entry, looked up): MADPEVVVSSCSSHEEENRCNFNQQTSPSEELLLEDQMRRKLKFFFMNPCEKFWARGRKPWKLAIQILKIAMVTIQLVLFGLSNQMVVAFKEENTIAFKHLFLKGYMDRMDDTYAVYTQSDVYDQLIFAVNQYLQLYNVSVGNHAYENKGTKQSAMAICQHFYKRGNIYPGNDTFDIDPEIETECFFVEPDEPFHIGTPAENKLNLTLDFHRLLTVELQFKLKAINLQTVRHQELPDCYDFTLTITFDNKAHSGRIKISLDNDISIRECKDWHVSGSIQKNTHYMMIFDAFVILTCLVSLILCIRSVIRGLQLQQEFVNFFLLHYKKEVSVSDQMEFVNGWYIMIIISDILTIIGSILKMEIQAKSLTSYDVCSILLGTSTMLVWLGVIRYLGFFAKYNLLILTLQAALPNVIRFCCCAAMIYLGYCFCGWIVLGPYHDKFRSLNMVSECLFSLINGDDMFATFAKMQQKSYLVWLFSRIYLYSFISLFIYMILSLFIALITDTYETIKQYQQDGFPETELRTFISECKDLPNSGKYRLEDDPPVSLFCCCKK
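Material: HEK293 cells stably carrying human TRPML3-YFP; compound dosing: single dose, 3 µM final nominal compound, 0.3% DMSO final; incubation: 1-h 37 °C dye load, 5-s basal, 120-s post-compound reads; technique: Fluo-8 intracellular calcium fluorescence, excitation 470-495 nm, emission 515-575 nm; read-out basis: percent activation from peak-to-basal fluorescence ratio, scaled between DMSO and carbachol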
EBV gp42 block – EBV gp42 inhibition. Fluorescence polarization binding assay, mP read-out. inhibition, % (tested at 21.74 µM). 0.42% of 220,000 active; in the data active = inhibition above about 50%
Target sequence (Q1HVG2 whole entry, looked up): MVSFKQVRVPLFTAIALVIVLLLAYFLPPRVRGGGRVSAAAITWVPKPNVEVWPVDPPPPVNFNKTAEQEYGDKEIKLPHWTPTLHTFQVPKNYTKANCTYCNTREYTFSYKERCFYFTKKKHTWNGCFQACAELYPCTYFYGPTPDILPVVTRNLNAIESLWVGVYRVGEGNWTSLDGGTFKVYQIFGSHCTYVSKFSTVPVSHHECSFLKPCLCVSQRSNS
Cl transport mod – KCC2 (human) Cl- transport modulation; Q9H2X9; KCC2 cells, thallium flux FluoZin-2 fluorescence; B-score of Tl+ flux slope (higher = more flux/activation; lower = inhibition) at 10 µM; 2.2% of 190,000 active; AID 1456;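 active = thallium flux slope and its plate-corrected score both differing from the plate sample mean at a set confidence after two filtering rounds, in either direction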;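 note: slope of fluorescence scaled to starting intensity during 10 to 20 s after thallium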
Calpain2 inh – calpain II (pig) inhibition. purified calpain II, fluorogenic peptide substrate, 30 min. inhibition, % at 16 µM. 0.37% of 220,000 active. AID 1236;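 active = inhibition above about 50%, limit read from the data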
The depositor's hits bear a star; x = no result given; & = joins results of further samples; [ ] = remark or other dose. Rows were taken by chance. About 3.6% of those tested had a hit in this group.

compound,Furin inhibitor,TbHK1 inh,TRPN1 ag,thrombin 1536,PPC-1+TRAIL kill,TRPML3 agonist,EBV gp42 block,Cl transport mod,Calpain2 inh
Cc1ccc(/C(N)=N/OC(=O)c2ccc(C)cc2Cl)cc1,-20,-7,0.9,-3,62*,0.9,-9,-1.4,8
CCOc1ccc(CNc2nc3ccccc3n2CCN2CCOCC2)cc1,-15[20 µM],-1,-0.8,0,22,-0.6,-20,-0.053,-8
CCOc1ccc(N2C(=O)CC(SC(=NC)Nc3cccc(F)c3)C2=O)cc1 (centres undefined),-16,-5,0.3,0,32,0.5,-20,0.0079,8
COCCOC(=O)c1c(C)oc2ccc(OC(=O)c3cccs3)cc12,-31,-4,0.6,-3,3,0.7,-1,x,-8
CN(C)CCCOC(=O)C1c2ccccc2Oc2ccccc21,-15[20 µM],5,0.0,-10,9,0.0,-12,-0.85,-3
COc1cc2c(cc1NC(=O)CSCC(=O)O)oc1ccccc12,1,-4,-0.5,-6,22,0.5,-5,-1.9,-46
Cc1cc(C)c2cc(C(=O)N3CCC(Cc4ccccc4)CC3)[nH]c2c1,-11,-2,-1.1,-9,-3,0.6,-6,1.6,5
CCC(=O)N(Cc1cc(=O)[nH]c2ccccc12)C1CCCCC1,-30,0,0.8,-5,8,0.1,-7,-0.74,-2
N#CCCn1nc(-c2ccc([N+](=O)[O-])cc2)cc1Nc1ccccc1NC(=O)C(F)(F)F,-10,-8,7.2,-6,19,1.6,-8,-0.56,-15
O=C(CN(c1cccc(Cl)c1)S(=O)(=O)c1ccccc1)NN=C1CCCC1,-23,-4,-0.7,5,3,0.3,-12,3.7*,-9
CCCC1(C(=O)OC)NC(c2ccco2)C2C(=O)N(C)C(=O)C21 (centres undefined),-15,-6,-0.3,-6,-1,0.3,-15,0.82,12
COc1cc(OC)cc(OCC(O)Cn2ccnc2C)c1 (centres undefined),8[20 µM],-3,0.6,-6,2,0.8,-23,x,-23
COc1ccc(CNC(=O)c2noc(C(C)C)c2[N+](=O)[O-])cc1,1,31,1.7,-5,2,0.4,1,-2.4,26
COc1cccc(/C=C/C(=O)NCc2cn3cc(Cl)ccc3n2)c1OC,-16,-7,-0.9,-12,14,0.3,1,-1.5,-87
O=C(NN=C1CCCC1)c1cc(-c2ccc(F)cc2)nc2ccccc12,-29,-8,1.2,2,-10,0.8,-15,0.79,-29
CC1Cc2ccccc2N1S(=O)(=O)c1cccc(C(=O)c2nccn2C)c1 (centres undefined),-10,-11,2.8,4,-1,0.6,-10,x,-4
CCCCOC(=O)/C(=C\c1ccc([N+](=O)[O-])o1)NC(=O)c1ccccc1,-16[20 µM],-7,2.4,0,12,0.4,-11,0.03,-6
O=C(Nc1ccc(N2CCOCC2)cc1)c1cccc(S(=O)(=O)N2CCCCCC2)c1,-7,-8,2.8,-7,33,1.6,-3,0.29,-20
COc1ccccc1NC(=O)O/N=C(\N)c1ccccc1,-8,1,0.7,-5,9,0.4,5,0.32,8
CCCCS(=O)(=O)C1CCS(=O)(=O)C1 (centres undefined),-4[20 µM],27,1.0,3,14,0.4,9,2.4,9
Cc1ccccc1NC(=O)Nc1cc(-c2ccccc2)nn1C,-11,-3,0.4,-4,16,0.8,8,1.2,26
CC1Cc2ccccc2N1C(=O)CN1CCC(n2nnc3cc(C(F)(F)F)ccc32)CC1 (centres undefined),-16[20 µM],-6,0.6,-1,1,1.2,100*,-1.9,-8
Cc1nn(Cc2ccccc2)c(Cl)c1/C=N/NC(=O)CNc1cccc(C(F)(F)F)c1,-6,27,-0.2,0,4,0.8,5,0.36,-14
CC(C)NCCCOc1ccc(C(C)(C)c2ccccc2)cc1,-19[20 µM],7,-0.3,4,-9,0.9,-17,0.38,13
CC(=O)c1cccc(NC(=S)NC(=O)c2ccccc2)c1,-15,15,1.4,0,17,0.0,4,4.5*,-4
S=C(NCCc1ccccc1)NCC1CCCO1 (centres undefined),-34,-2,1.1,-3,33,0.3,-17,-1.5,-6
CCN(CC)S(=O)(=O)c1cccc(-c2n[nH]c(=S)n2Cc2ccccc2)c1,-31,-4,0.2,-5,10,0.7,-14,0.0099,-7
CCOc1ccc(N2C(=O)CC(N3CCN(c4ccccc4F)CC3)C2=O)cc1 (centres undefined),-24,2,1.5,5,-4,0.8,-27,-0.49,-4
O=C(O)/C=C/C(=O)Nc1ccc(OC(F)(F)F)cc1Br,-11,-5,-0.1,2,9,1.1,-11,-0.13,-9
C[C@@H]1C=C(C(=O)NC2CC2)O[C@H](OCc2ccc(CO)cc2)C1,-28,-3,x,-3,24,x,-10,1.2,-19
CC1=C(C(=O)OC2CCCCC2)C(c2ccc(C)o2)C2=C(CCCC2=O)N1 (centres undefined),-5,-4,-2.2,4,9,-1.7,10,-2.3,41
COCCn1c(C)cc(C(=O)CSc2ncn[nH]2)c1C,-21,-8,1.4,1,-2,0.9,-14,x,-42
N#Cc1ccsc1NC(=O)CSc1ncn[nH]1,-21[20 µM],1,0.2,-5,6,0.0,-7,1.1,-16
COc1c(C)cc(Br)cc1C(=O)Nc1ccc(C)cc1[N+](=O)[O-],-13,-3,-0.6,5,-3,0.9,-13,0.25,-4
COc1ccc(NC(=O)CSc2nc3ccsc3c(=O)n2CCCCCC(=O)O)cc1,-13,-10,0.4,-14,16,0.4,9,0.65,-20
CCOC(=O)CN(C(=O)CNC(=O)c1ccco1)C(C(=O)NC1CCCCC1)c1cccc(OC)c1 (centres undefined),x,x,x,-2,-1,x,-23,x,3
COc1cccc(CN2C(=O)CCC2(C)C(=O)NC2CCCCC2)c1 (centres undefined),-20,9,0.2,0,5,0.3,-12,0.66,-25
C(/CCc1ccccc1)=N\n1cnnc1,-18[20 µM],7,1.2,-1,1,0.6,-7,-0.51,14
NNC(=O)c1ccc(COc2ccc3ccccc3c2)cc1,-28,-20,2.1,-3,14,0.7,-7,0.15,-40
Cc1c(C#N)c2ncn(CCCN(C)C)c(=O)c2n1-c1ccccc1,-20,-8,0.3,-1,-15,-0.2,15,x,22
O=C1NCCc2c1[nH]c1ccccc21,-3,-11&2,-1.6&0.5,-2,-5&9,0.3&0.0,-11&0,-0.37&-0.56,-36&-84
CSc1nc2ccc(NC(=O)c3cc4ccccc4o3)cc2s1,-15,-10,-0.3,-15,10,-0.4,6,-0.8,-59
COc1ccc(-c2[nH]ncc2CN2CCC(O)(c3ccc(Cl)cc3)CC2)cc1,-12,3,0.8,-4,11,0.3,-10,0.85,7
C=CCNC(=S)NNC(=O)C(CC(C)C)CC(C)O (centres undefined),-8,-9,-0.4,-7,9,0.5,-10,0.12,20
CNc1ccccc1C(C)(C)c1cc(-c2ccco2)n[nH]1,-22,0,-0.9,-2,20,-0.7,0,0,4
Cc1onc(-c2c(F)cccc2Cl)c1C(=O)Nc1cccc2nsnc12,-24,-7,-0.3,-1,4,-1.3,-24,x,-99
CCn1cc([N+](=O)[O-])c(C(=O)Nc2c(C)nn(Cc3c(F)c(F)c(F)c(F)c3F)c2C)n1,-6[20 µM],-2,0.2,-3,6,0.8,-20,0.89,-17
CC(C)(C)C(=O)NCCc1nc2ccccc2n1CC(=O)c1ccccc1,-16,-1,0.5,-4,5,-0.2,-17,0.73,9
O=C1CCCc2ccccc2N1Cc1ccccc1,-23,-1,-1.2,-7,14,0.2,-5,0.61,15
CCN(CC)C(=O)c1cncc(C(=O)N(CC)CC)c1-c1ccccc1,-28,-4,-0.8,4,16,1.4,-10,-0.43,-20
CCCOC(=O)/C(=C\C=C\c1ccccc1)NC(=O)c1ccccc1,-14,-40,-1.2,-7,5,-0.5,14,-3.4,25
COc1ccc(S(=O)(=O)Nc2nnc(C(C)C)s2)cc1,4[20 µM],1,1.7,2,-6,0.5,-10,x,3
CCCCOc1ccc(C(=O)NCCCC(=O)N2CCCCC2)cc1,-20,0,0.3,-3,20,-1.0,-7,0.25,13
O=C(/C(=N/N=C/c1ccc(O)c(O)c1O)c1ccccc1)c1ccccc1,-2,-5,-1.6,-2,24,-0.2,-12,0.062,10
O=C(NC1CCCc2ccccc21)C1CCN(S(=O)(=O)c2ccccc2F)CC1 (centres undefined),2,32,0.1,29,19,0.5,-21,0.96,22
CCn1cc(/C=N\NC(=O)c2ccc(Cl)cc2)cn1,-15,-4,-0.1,-3,-7,0.2,-13,0.0051,-7
O=C(CSc1ccc(Cl)cc1)N1CCC(c2nc3ccccc3s2)CC1,-3[20 µM],0,1.6,4,4,1.1,2,-2.9,30

Marked active in EBV gp42 block, of those listed so far:
structure | Furin inhibitor | TbHK1 inh | thrombin 1536 | TRPML3 agonist | EBV gp42 block | Cl transport mod | Calpain2 inh
CC1Cc2ccccc2N1C(=O)CN1CCC(n2nnc3cc(C(F)(F)F)ccc32)CC1 (centres undefined) | -16[20 µM] | -6 | -1 | 1.2 | 100* | -1.9 | -8

Ordered by value in thrombin 1536 (falling): 3 from the list above.
compound	Furin inhibitor	TbHK1 inh	thrombin 1536	TRPML3 agonist	EBV gp42 block	Cl transport mod	Calpain2 inh
O=C(CSc1ccc(Cl)cc1)N1CCC(c2nc3ccccc3s2)CC1	-3[20 µM]	0	4	1.1	2	-2.9	30
COc1ccc(S(=O)(=O)Nc2nnc(C(C)C)s2)cc1	4[20 µM]	1	2	0.5	-10	x	3
O=C(/C(=N/N=C/c1ccc(O)c(O)c1O)c1ccccc1)c1ccccc1	-2	-5	-2	-0.2	-12	0.062	10
